# Source: PubChem
# H1N1 NS1A inhibition: NS1A inhibition, H1N1 influenza, cell based functional assay (AID 504329); 340,000 compounds, 0.3% hits; NS1A functional cell-based assay, percent inhibition; higher % means a stronger effect; inhibition, % at 12.5 µM, or IC50 in µM where a hit was titrated; in the data active = a potency from the dose series; inconclusive = inhibition above about 27% without an active follow-up result; also: strong numbers were not always called active
# M. tuberculosis: growth inhibition of non-replicating M. tuberculosis (AID 488890). Mycobacterium tuberculosis non-replicating, growth inhibition; higher % means a stronger effect. one-dose inhibition, % at 25 µM; IC50 in µM for titrated hits. 320,000 compounds, 0.39% hits; in the data active = a potency from the dose series; inconclusive = inhibition mostly from about 82% at the one dose, without a potency; inactive = the rest, 99 in 100 with inhibition below about 76%;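 also: plate controls were DMSO cells for no effect and high antibiotic wells for full effect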
# PhoP GFP inhibition: PhoP regulon inhibitors, Salmonella typhi PhoP promoter GFP reporter, confirmatory (AID 1850). Salmonella Typhi PhoP-promoter GFP reporter, fluorescence, 4 h; higher % means a stronger effect. one-dose inhibition, % at 50 µM; IC50 in µM for titrated hits. 310,000 compounds, 0.33% hits; in the data active = a potency from the dose series; inconclusive = inhibition mostly from about 25% at the one dose, without a potency; inactive = the rest, 99 in 100 with inhibition below about 19%;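 also: 0% = induced wells with vehicle and 100% = uninduced wells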
# H37Rv inhibition: M. tuberculosis growth inhibition, HTS (AID 449762); M. tuberculosis H37Rv growth inhibition, 7H9 media; higher % means a stronger effect; inhibition, % at 25 µM; hits with a dose series show IC50 in µM; 330,000 compounds, 0.59% hits; in the data active = a potency from the dose series; inconclusive = inhibition above about 70% without an active follow-up result;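 also: bacterial growth assessed after seven days of incubation; strong numbers were not always called active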
# VEEV TC-83 Vero: inhibitors of VEEV TC-83 cytopathic effect, confirmation, Vero cells (AID 588727); Vero cells, VEEV TC-83 cytopathic effect inhibition; higher % means a stronger effect; one-dose inhibition, % at 20 µM; IC50 in µM for titrated hits; 350,000 compounds, 0.13% hits; in the data active = a potency from the dose series; inconclusive = inhibition mostly from about 14% at the one dose, without a potency; inactive = the rest, 99 in 100 with inhibition below about 12%; also: strong numbers were not always called active
# The depositor's hits bear a star; i = inactive; u = inconclusive; x = not tested or not shown.
SMILES,PhoP GFP inhibition,H37Rv inhibition,H1N1 NS1A inhibition,VEEV TC-83 Vero,M. tuberculosis
O=C(NC1CCN(Cc2ccccc2)CC1)c1cn(-c2ccccc2)nc1-c1cccnc1,3%,3%,2%,5.8%,5%
CN1C(=O)CCC(CCC(=O)O)(c2ccccc2O)C1=O (stereo not given),-6%,-3%,-6%,1.3%,-12%
Cc1cc(C)c2oc(=O)cc(CN3CCOCC3)c2c1,-7%,-12%,5%,4.2%,-1%
CC(=O)c1ccc(S(=O)(=O)Nc2ccc(C(=O)N3CCC3)cc2)cc1,x,x,-8%,4.5%,x
COc1cc2[nH]c3c(N4CCN(c5ccc(Cl)cc5)CC4)ncnc3c2cc1OC,18%,-5%,-1%,1.5%,7%
COC(=O)Cc1c(C)c2ccc(O)c(CN3CCCC(C)C3)c2oc1=O (stereo not given),-15%,1%,-11%,1.2%,-4%
COC(=O)c1ccc(C)c(NC(=O)COC(=O)C2CC3CCCC(C2)C3=O)c1 (stereo not given),-8%,8%,-5%,1.7%,-8%
Cc1cccc(C)c1NC(=O)COC(=O)c1nonc1N,-3%,1%,1%,0.8%,11%
Nc1ccccc1SCc1cn2ccccc2n1,2%,2%,21%,0.0%,-20%
CCOCCCNCC(=O)Nc1ccc(OC(F)(F)F)cc1,11%,-1%,8%,i,1%
CCNc1nc(NCC)nc(OCC(=O)O)n1,10%,8%,11%,7.5%,-7%
CNC(=O)c1csc(Cc2c(Cl)sc3ccc(Cl)cc23)n1,-7%,1%,-16%,i,36%
Cc1c(NC(=O)C2CCCN2S(=O)(=O)c2cccc3nsnc23)cccc1C(=O)O (stereo not given),-9%,-17%,-5%,i,x
CCCCC(=O)Nc1ccc(C(=O)N2CCN(C)CC2)cc1,-5%,-5%,2%,1.2%,-15%
CC(=O)Oc1cccc(NC(=O)c2cccc(C(=O)Nc3cccc(OC(C)=O)c3)c2)c1,-3%,-3%,3%,0.6%,13%
COc1ccc(C(=O)N2CCN(C(=O)c3ccc(-c4ccccc4)cc3)CC2)cc1OC,-3%,15%,-3%,1.1%,16%
CCOC(=O)C1=C(c2ccccc2)NC(=S)NC1c1cc([N+](=O)[O-])ccc1OC (stereo not given),-3%,-5%,-1%,5.3%,38%
COC(=O)c1ccccc1NC(=O)CSCC(=O)Nc1ccc(F)cc1,1%,33%,-12%,i,67%
CCN1CCN(C(=O)/C=C/c2ccc(OC)cc2)CC1,5%,1%,19%,0.1%,7%
COc1ccc(CN(C)C(=O)c2ccc(Oc3ccccc3)cc2)cc1F,9%,2%,2%,2.4%,49%

# Next section; it opens with the 3 that closed the last part.
SMILES,PhoP GFP inhibition,H37Rv inhibition,H1N1 NS1A inhibition,VEEV TC-83 Vero,M. tuberculosis
COC(=O)c1ccccc1NC(=O)CSCC(=O)Nc1ccc(F)cc1,1%,33%,-12%,i,67%
CCN1CCN(C(=O)/C=C/c2ccc(OC)cc2)CC1,5%,1%,19%,0.1%,7%
COc1ccc(CN(C)C(=O)c2ccc(Oc3ccccc3)cc2)cc1F,9%,2%,2%,2.4%,49%
O=C(OCC(=O)N1CCc2ccccc21)[C@@H]1CC(O)CN1S(=O)(=O)c1ccc(Cl)cc1 (stereo not given in full),x,2%,-1%,0.3%,23%
CCOC(=O)COc1ccc2c(C)cc(=O)oc2c1C(=O)c1ccccc1,-5%,15%,0%,1.0%,3%
O=C(Cn1nnc2ccccc2c1=O)N[C@@H](Cc1c[nH]c2ccccc12)C(=O)O,-3%,4%,-9%,0.2%,-23%
Cc1ccc(-n2c(C)n[nH]c2=S)cc1,-10%,0%,1%,i,27%
O=C1C(=O)N(CCO)C(c2cccc(F)c2)/C1=C(\O)c1ccc(Cl)cc1 (stereo not given),12%,4%,-6%,0.9%,6%
Cc1ccc(NC(=O)COC(=O)c2ccc([N+](=O)[O-])o2)cc1S(=O)(=O)N1CCCCC1,8%,1%,3%,i,u
CCc1nc2scc(-c3ccccc3)c2c(=O)n1N,-7%,-5%,1%,2.2%,-5%
CC1=C(C(=O)Nc2ccccc2C(=O)NC2CCCCC2C)SCCO1 (stereo not given),-4%,4%,10%,i,15%
COc1ccc(CCNC(=O)CN2C(=O)NC3(CCCCC3C)C2=O)cc1 (stereo not given),x,u,-8%,0.1%,60%
Cn1c(SCC(=O)N2CCCc3ccccc32)nnc1-c1cccs1,1%,1%,1%,0.9%,16%
CC(C)CN1C(=O)N(c2ccc(Cl)cc2)C(C)(O)CC1(C)C (stereo not given),-3%,3%,-3%,i,-4%
Cc1ccc2c(CC(=O)N3CCc4ccccc43)coc2c1,7%,-1%,17%,3.9%,-9%
COc1ccc(C=NNc2nc3c([nH]2)c(=O)n(C)c(=O)n3C)cc1,x,x,5%,13%,x
COC(=O)C1=C(C)N=C2SCCC(=O)N2C1c1cccs1 (stereo not given),5%,-10%,-3%,1.0%,-5%
O=C(CN1CCCCC1)n1c2ccccc2c2ccccc21,-7%,4%,3%,0.8%,1%
CCOc1ccc(S(=O)(=O)N2CCCCC2)cc1NC(=O)CSCc1c(C)noc1C,4%,-10%,-10%,8.4%,-6%
COc1cc(C(=O)NCC(=O)OCC(=O)c2cccc3ccccc23)cc(OC)c1OC,-5%,-18%,-4%,11%,11%
Cc1cccc(N2CCN(C(=O)c3ccncc3)CC2C)c1 (stereo not given),7%,7%,-2%,4.5%,-6%
CC(=O)Nc1c(Cl)cc2c(c1Cl)C(=O)c1ccccc1-2,x,x,0%,i,x
Cc1onc(-c2ccccc2Cl)c1C(=O)Nc1ccccc1,-13%,15%,-4%,i,6%
Cc1cc(NC(=O)CSc2nc3cc4c(cc3c(=O)n2CCc2ccccc2)OCO4)no1,5%,-11%,-7%,5.4%,-8%
Nc1nc(N)nc(-c2cccc(Br)c2)n1,x,x,2%,12%,x
N#CCC(=O)N/N=C/c1ccc(N2N=C(c3ccccc3)CC2c2ccccc2)cc1 (stereo not given),-17%,5%,-19%,2.5%,7%
C=CCNC(=O)c1onc(CSc2cccc(C)c2)c1C(=O)O,4%,0%,2%,i,14%
CNC(=O)c1cc2c(ccc3ccccc32)o1,3%,-3%,-3%,1.2%,40%
COc1ccc(C(=O)OCC(=O)c2ccc3[nH]c(=O)[nH]c3c2)c(OC)c1OC,x,6%,-8%,3.9%,9%
CC(C)(c1ccccc1)c1ccc(OCCN2CCCC2)cc1,-8%,6%,-12%,i,35%
CC1CCCN(c2ccc(C(=O)OCn3nnc4ccccc4c3=O)cc2[N+](=O)[O-])C1 (stereo not given),1%,u,-1%,2.1%,u
C[C@@H]1COC(=O)[C@H](CC(=O)OC(C)(C)C)C/C=C\C[C@H](CC(=O)N(CCO)Cc2ccccc2)C(=O)N1,x,2%,-1%,1.1%,16%
CC(C)Nc1ccc(-n2nc3ccccc3[n+]2[O-])cc1,-19%,13%,-10%,0.9%,-1%
Cc1ccc(Cn2cccc(NC(=O)NCc3ccccc3)c2=O)cc1,-1%,-1%,-1%,0.2%,6%
COc1ccc(N(CC(=O)NCc2ccccc2)C(=O)Cn2nnc(-c3ccccc3F)n2)cc1OC,-9%,8%,1%,0.8%,6%
O=C(NCCc1ccccc1)C1CCN(C(=O)N2CCOc3ccccc32)CC1,-17%,-2%,22%,0.5%,-3%
CN(C)C(=O)CCc1ccc2c3c([nH]c2c1)[C@]1(CCC2CCCC2)[C@@H](C(=O)N2CCOCC2)C[C@H](CC(=O)NCc2ccco2)C(=O)N1CC3,x,x,-3%,i,x
Cc1cccc(C)c1OC(=O)c1ccccc1,x,x,-24%,2.2%,x
Oc1c(Cl)cc(Cl)c2c1NCCC2,x,x,4%,9.4%,x
Cc1ccccc1C(=O)NCC(=O)OC1CCCCC1=O (stereo not given),1%,-1%,-2%,1.9%,-13%
O=C(NCCc1ccc(Cl)cc1)C1CCCN1C(=O)Nc1ccccc1 (stereo not given),-1%,4%,3%,1.2%,-4%
CCSc1nc(C)c(CC)c(C)c1C(N)=O,-4%,-2%,-5%,2.0%,0%
O=C(CSCC(=O)N1CCOCC1)Nc1ccccc1,-3%,5%,0%,1.0%,-3%
O=C(NCc1cc(C(F)(F)F)ccc1Cl)c1cccc2c1C(=O)c1ccc(N3CCOCC3)cc1S2(=O)=O,x,-2%,3%,0.4%,-6%
Cc1ccccc1-c1cc(C(=O)NCc2cccs2)n(CC2CC(c3cccnc3)=NO2)n1 (stereo not given),x,7%,-10%,6.8%,6%
Cc1c(S(=O)(=O)N2CCCC(C)C2)c(=O)n(C)c(=O)n1C (stereo not given),-4%,-3%,-11%,2.5%,10%
CCOc1ccc(OCC(=O)OCC(=O)N2CCN(C(=O)c3ccco3)CC2)cc1,0%,-7%,4%,i,-5%
CCOP(=O)(OCC)/C(C#N)=C/c1c[nH]c2ccccc12,-3%,-1%,-20%,1.3%,11%
COCC(C)n1c(C)cc(C(=O)Cn2nc(C(=O)O)c3ccccc3c2=O)c1C (stereo not given),7%,8%,3%,0.4%,3%
CCS(=O)(=O)c1ccc2oc(Nc3ccccc3Br)nc2c1,10%,-9%,-8%,0.2%,0%
Cn1ncc(Cl)c(Oc2ccc(Cl)cc2)c1=O,-6%,3%,-3%,2.2%,34%
Cc1ccc(N(CC(=O)Nc2ccc(-c3nc4ccc(C)cc4s3)cc2)S(C)(=O)=O)cc1,-11%,10%,1%,1.3%,-6%
COc1ccccc1-c1nnc2sc(COc3ccc(F)cc3)nn12,-18%,-1%,6%,12%,46%
Cc1nc2ccc(NC(=O)c3nn(C(C)C)c(=O)c4ccccc34)cc2s1,-9%,5%,-6%,8.9%,20%
COc1cccc(C2NC(=O)NC(C)=C2C(=O)Nc2cccc(C)c2C)c1 (stereo not given),-5%,4%,-7%,0.4%,-3%
COCC1OS(=O)(=O)NC(CC(=O)SC(C)(C)C)C1C (stereo not given),-17%,4%,8%,3.5%,2%
Cc1ccc(C(=O)C2C(c3cccs3)NC(=O)NC2(O)C(F)(F)F)cc1 (stereo not given),2%,-1%,-1%,i,23%
O=C(NC1CC1)c1ccc(NC(=O)C2CCCCC2)cc1,x,x,-10%,i,x
N#CC(C#N)=C1C=C2C=C(N3CCCCCC3)CCC2CC1 (stereo not given),x,x,-18%,0.6%,x
CCN(CC)CCNC(=O)CNC(=O)c1nn(-c2ccc(OC)cc2OC)c(=O)c2ccccc12,-5%,1%,1%,0.7%,-12%
CC1CC(C)CN(C(=O)COC(=O)c2ccc3c(c2)OCO3)C1 (stereo not given),x,-8%,-3%,0.9%,3%
C#CCN(CC=C)C(=O)c1cccc(OC2CCN(S(C)(=O)=O)CC2)c1,-1%,-1%,-1%,0.5%,-35%
CCCCCCCN1CCC(=O)N([C@H](CO)Cc2ccccc2)CC1,11%,1%,13%,0.1%,6%

# (list continues)
SMILES,PhoP GFP inhibition,H37Rv inhibition,H1N1 NS1A inhibition,VEEV TC-83 Vero,M. tuberculosis
COc1ccc(CCNC(=O)c2csc3c2CCCC3)cc1OC,-6%,3%,3%,0.4%,21%
Cc1ccc(OCCC(=O)OCC(=O)N2c3ccccc3NC(=O)C2(C)C)cc1,5%,8%,-2%,1.5%,18%
COc1ccc(CNc2nc3c(c(=O)n(Cc4ccc(Br)cc4)c(=O)n3C)n2C)cc1,0%,-17%,1%,9.0%,10%
Cc1ccccc1N1C(=O)CC(N2CCC(C(N)=O)CC2)C1=O (stereo not given),-1%,5%,-4%,0.2%,38%
COc1ccccc1NC(=O)/C(=C/c1cccc([N+](=O)[O-])c1)c1ccccc1,-2%,0%,16%,6.2%,-11%
O=C(NCc1ccc(Cl)cc1)c1ccc2nc[nH]c2c1,x,x,0%,1.2%,x
CSc1nc2cc(Oc3cccc(Cl)c3Cl)c(Cl)cc2[nH]1,37µM*,u,0%,7.5%,35%
CCOC(=O)CN[C@H]1CCC2C3CC=C4C[C@@H](O)CC[C@]4(C)C3CC[C@@]21C (stereo not given in full),x,1.4µM*,-7%,4.3%,u
COC(=O)/C=C1\SC(=Nc2ccc(OC)cc2)NC1=O,0%,5%,-7%,2.8%,11%
COc1ccc(-c2cc(C3CCN(Cc4ccc([N+](=O)[O-])cc4)CC3)[nH]n2)cc1,-5%,40%,x,7.4%,23%

# The order is random; about 1.5% have a hit in one of these screens.
